ADAM17 inh: inhibitors of human ADAM17 | 0.83% of 370,000 active | AID 720648 | recombinant ADAM17, EDANS/DABCYL FRET peptide cleavage | inhibition, % at 6.95 µM | P78536;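 active means inhibition above the mean of compounds lying between control limits plus 3 SD, set per campaign, cut at about 8.5% in these data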;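 further: 0% = DMSO-only wells as the low control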
ASAP1 inh: blocks human ASAP1-stimulated Arf1 GTP hydrolysis | Q9ULH1 | GDP FP detection | inhibition, % at 16.5 µM | 0.19% of 360,000 active | AID 624377; in the data active means inhibition above about 25%;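 further: 0% = vehicle with enzyme and substrate and 100% = no enzyme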
TDP2 absorb: blocks human TDP2 phosphodiesterase activity | O95551 | recombinant TDP2, T5PNP hydrolysis, p-nitrophenol absorbance 415 nm | inhibition, % at 12.8 µM | 0.34% of 370,000 active | AID 720702;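 active means inhibition above the mean of all tested compounds plus 3 SD, set per campaign, cut at about 25% in these data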;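 further: 0% = DMSO with enzyme and 100% = buffer with substrate but no TDP2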
Target sequence (O95551 whole entry, looked up): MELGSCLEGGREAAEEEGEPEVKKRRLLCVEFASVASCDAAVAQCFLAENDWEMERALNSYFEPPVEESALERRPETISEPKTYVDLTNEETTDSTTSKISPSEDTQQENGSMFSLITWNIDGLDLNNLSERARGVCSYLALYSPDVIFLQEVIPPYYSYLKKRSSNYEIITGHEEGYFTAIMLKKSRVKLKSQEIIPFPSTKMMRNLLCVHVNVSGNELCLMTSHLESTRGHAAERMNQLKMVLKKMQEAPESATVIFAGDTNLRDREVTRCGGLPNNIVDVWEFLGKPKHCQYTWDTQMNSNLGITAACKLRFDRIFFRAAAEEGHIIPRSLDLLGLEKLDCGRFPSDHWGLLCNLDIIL
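Read-out basis: percent inhibition. System: recombinant human TDP2. Buffer or medium: Mg2+-containing Tris-HCl buffer, pH 7.5. Repeats: single replicate. Timing: reaction 2 h, 37 °C. Benchmarks: high control without enzyme, low control DMSO plus TDP2. Probe or stimulus: 5 mM T5PNP. Doses: 12.8 µM only. Measured by: epi absorbance of p-nitrophenol freed from T5PNP by hydrolysis.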
SIAE inh: inhibitors of human sialic acid acetylesterase SIAE; AID 1053197; inhibition, % at 9.66 µM; 0.69% of 370,000 active; Q9HAT2; SIAE FP-Rh probe binding, fluorescence polarization;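 active means inhibition above a cutoff: mean of compounds within the control limits plus 3 SD of those, cut at about 17% in these data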;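 further: 0% = plate median of compound wells and 100% = probe without SIAE protein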
Target sequence (Q9HAT2 whole entry, looked up): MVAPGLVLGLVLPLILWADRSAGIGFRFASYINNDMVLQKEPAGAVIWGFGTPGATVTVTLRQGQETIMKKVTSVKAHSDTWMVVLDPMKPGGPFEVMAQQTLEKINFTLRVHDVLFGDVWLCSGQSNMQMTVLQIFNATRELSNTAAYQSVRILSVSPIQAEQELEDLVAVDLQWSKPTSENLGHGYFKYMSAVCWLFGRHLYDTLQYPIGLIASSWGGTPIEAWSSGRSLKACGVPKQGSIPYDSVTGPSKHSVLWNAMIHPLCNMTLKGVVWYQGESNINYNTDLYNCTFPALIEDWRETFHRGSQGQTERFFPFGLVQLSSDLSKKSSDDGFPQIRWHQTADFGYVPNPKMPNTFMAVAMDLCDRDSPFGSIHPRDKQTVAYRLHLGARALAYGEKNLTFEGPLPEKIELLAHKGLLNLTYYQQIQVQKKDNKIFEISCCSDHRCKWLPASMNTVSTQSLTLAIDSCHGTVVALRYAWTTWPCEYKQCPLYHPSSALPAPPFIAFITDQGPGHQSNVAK
ARFGAP1 inh: rat ARFGAP1 inhibition | Arfgap1-stimulated ARF1 GTP hydrolysis, GDP FP detection | inhibition, % at 16.5 µM | 0.26% of 360,000 active | AID 651572;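 active means inhibition above a per-plate limit, mean inhibition of low control wells plus 3 SD, cut at about 25% in these data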;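 further: 0% = DMSO wells with enzyme and 100% = wells lacking Arfgap1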
Target sequence (Q62848 1-136 limits assumed): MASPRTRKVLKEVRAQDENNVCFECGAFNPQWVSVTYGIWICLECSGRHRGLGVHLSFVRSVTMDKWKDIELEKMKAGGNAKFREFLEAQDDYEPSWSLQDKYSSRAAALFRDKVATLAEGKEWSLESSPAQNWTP
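Replicates: Single well per compound | Assay system: Truncated rat Arfgap1 GAP domain | Control set: No-Arfgap1 wells (100%) versus DMSO full-reaction wells (0%) | Times: Enzyme reaction 120 min at 25 °C after 20 min preincubation | Reagent: Human ARF1(Δ1-17)-GTP substrate | Measured by: Tracer-displacement fluorescence polarization with EDTA stop, 620/688 nm | Measure: Percent inhibition of Arfgap1-stimulated GTP hydrolysis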
PLCb3 inh: blocks human PLC-beta3 enzyme activity. Q01970. Purified PLC-beta3, fluorogenic substrate, fluorescence. inhibition, % at 12.2 µM. 0.18% of 370,000 active. AID 720704; in the data active means inhibition above about 11%;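 further: 0% = median of compound wells on plate and 100% = full blocker control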
ADAM10 inh: ADAM10 inhibition, QFRET primary screen; inhibition, % at 7 µM; 0.62% of 370,000 active; recombinant ADAM10, EDANS/DABCYL FRET peptide cleavage, 3 h;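 active means inhibition above a per-campaign cutoff equal to the mean of compounds falling between control-based bounds plus 3 SD, cut at about 20% in these data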;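 further: 0% = DMSO wells while the 100% control is not disclosed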
Tn7 DDE FP: inhibitors of Tn7 peptide binding to human fibrin DD(E) | P02675 | FP displacement of FITC-Tn7 peptide from fibrin DD(E); 0% = median of compound wells per plate | inhibition, % at 8.3 µM | 0.13% of 370,000 active | AID 720508;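 active means inhibition above the mean of compounds falling within the control limits plus 3 SD of them, cut at about 14% in these data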;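 further: 0% = plate median of compound wells and 100% = 10 µM Aha-Tn7 peptide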
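Assay system: Fibrin-DD(E) protein isolated from polymerized human fibrin clots; read-out basis: percent inhibition; medium: Tris/NaCl/CaCl2 buffer, pH 7.8; signal: FP measurement; incubation: 10 min plus 3 h, room temperature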
PLCg1 inh: blocks human PLC-gamma1 enzyme activity; AID 720700; purified PLC-gamma1, fluorogenic substrate, fluorescence; inhibition, % at 12.2 µM; P19174; 0.84% of 370,000 active; in the data active means inhibition above about 9.5%
DDE Tn6 FP inh: DD(E)-Tn6 binding inhibition, primary FP screen. P02675. Fibrin DD(E) TRITC-Tn6 fluorescence polarization displacement. inhibition, % at 8.3 µM. 0.21% of 370,000 active;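 active means inhibition above a per-campaign cutoff: mean of compounds within control limits plus 3 SD, cut at about 15% in these data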;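 further: 0% = median of all compound wells on the plate and 100% = blocking peptide control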
* marks the source's active call; other numbers are inactive results.

nr	ADAM17 inh	ASAP1 inh	TDP2 absorb	SIAE inh	ARFGAP1 inh	PLCb3 inh	ADAM10 inh	Tn7 DDE FP	PLCg1 inh	DDE Tn6 FP inh	structure
1	-2	-1	9	-6	-1	-5	-2	-2	2	-6	CC1(C)CC(NC(=O)c2cc(Cl)ccc2Cl)CC(C)(C)N1
2	4	7	-6	-4	-3	1	14	2	3	-1	CC(C)[C@H](NS(=O)(=O)c1ccc2c(c1)OCCO2)C(=O)OCC(=O)Nc1cccc(Cl)c1Cl
3	-5	-6	10	-4	2	-11	-6	1	-2	7	N#C/C(=C(/O)Cc1ccccc1)P(=O)(c1ccccc1)c1ccccc1
4	-7	8	-16	-9	11	-9	-10	-3	7	-6	O=c1c2ccccc2c(C=NC2CCN(Cc3ccccc3)CC2)c(O)n1Cc1ccc2c(c1)OCO2
5	-24	1	2	0	14	-65	-89	11	-42	-2	CCN(CC)c1ccc(C2NC(=O)c3ccccc3N2)cc1 (stereo not given)
6	0	8	-9	-2	-4	6	7	1	3	-2	COc1cc(NS(=O)(=O)c2ccc(NC(=O)CN3C(=O)c4ccccc4C3=O)cc2)ncn1
7	-1	0	2	0	3	0	3	11	0	0	Cc1ccccc1NC(=O)CSc1nc(Nc2ccccc2)nc(N2CCOCC2)n1
8	-5	7	-3	-2	-9	1	-8	-1	-1	0	CCCCNC(=O)CSc1nnc(Cc2ccccc2)n1CC
9	0	6	-7	7	-3	-8	-10	0	-9	-2	CC(=O)c1cccc(NC(=O)COC(=O)COc2c(Cl)cc(Cl)c3ccc(C)nc23)c1
10	-5	11	2	-3	-12	-9	-7	2	-6	2	CCOc1nc2ccccc2nc1NS(=O)(=O)c1ccccc1
11	4	15	-4	-1	-2	2	7	3	-1	-8	Cc1ccc(-c2csc(C(O)c3ccccc3)n2)cc1C (stereo not given)
12	4	-5	-6	-6	-28	7	10	3	4	-3	Cc1c(NC(=S)NC(=O)c2ccccc2Cl)c(=O)n(-c2ccccc2)n1C

In a second layout: results already given.
(9) CC(=O)c1cccc(NC(=O)COC(=O)COc2c(Cl)cc(Cl)c3ccc(C)nc23)c1
(10) CCOc1nc2ccccc2nc1NS(=O)(=O)c1ccccc1
(11) Cc1ccc(-c2csc(C(O)c3ccccc3)n2)cc1C (stereo not given)

| Assay by compound | 9 | 10 | 11 |
| --- | --- | --- | --- |
| ADAM17 inh | 0 | -5 | 4 |
| ASAP1 inh | 6 | 11 | 15 |
| TDP2 absorb | -7 | 2 | -4 |
| SIAE inh | 7 | -3 | -1 |
| ARFGAP1 inh | -3 | -12 | -2 |
| PLCb3 inh | -8 | -9 | 2 |
| ADAM10 inh | -10 | -7 | 7 |
| Tn7 DDE FP | 0 | 2 | 3 |
| PLCg1 inh | -9 | -6 | -1 |
| DDE Tn6 FP inh | -2 | 2 | -8 |

Three entries out of the list above, ordered by the value under ADAM17 inh, highest first.
nr	ADAM17 inh	ASAP1 inh	TDP2 absorb	SIAE inh	ARFGAP1 inh	PLCb3 inh	ADAM10 inh	Tn7 DDE FP	PLCg1 inh	DDE Tn6 FP inh	structure
11	4	15	-4	-1	-2	2	7	3	-1	-8	Cc1ccc(-c2csc(C(O)c3ccccc3)n2)cc1C (stereo not given)
1	-2	-1	9	-6	-1	-5	-2	-2	2	-6	CC1(C)CC(NC(=O)c2cc(Cl)ccc2Cl)CC(C)(C)N1
8	-5	7	-3	-2	-9	1	-8	-1	-1	0	CCCCNC(=O)CSc1nnc(Cc2ccccc2)n1CC

As entered above:
Entry for cpd 4 under ARFGAP1 inh: 11
Entry for cpd 8 under TDP2 absorb: -3
Entry for cpd 12 under ADAM10 inh: 10

Going on with the list:
nr	ADAM17 inh	ASAP1 inh	TDP2 absorb	SIAE inh	ARFGAP1 inh	PLCb3 inh	ADAM10 inh	Tn7 DDE FP	PLCg1 inh	DDE Tn6 FP inh	structure
13	2	-5	-2	-57	0	5	20	-7	3	2	CN(C)S(=O)(=O)Oc1cccc(C(=O)Nc2ccc([N+](=O)[O-])cc2)c1
14	-1	0	-8	4	-2	-2	2	3	3	-5	Cn1c(=O)c2c(nc(CN3CCN(C(=O)c4ccco4)CC3)n2CC(N)=O)n(C)c1=O
15	3	-2	-10	-2	-2	0	8	2	6	-5	COC(=O)c1ccc(COc2cccc3c2OC(C)(C)C3)cc1
16	-5	3	4	0	-4	1	-7	-4	2	0	CC1(C)CC(=O)C(C=N)=C(O)C1
17	0	9	-9	8	12	-6	-2	-5	-3	-8	O=C(CS(=O)(=O)c1ccccc1)N1CCCCC1
18	-4	0	-2	2	0	-3	6	2	-4	-6	Cc1ccsc1/C=N/n1c(-c2ccco2)n[nH]c1=S
19	0	0	-5	-7	7	1	-1	0	-1	-2	COc1ccccc1NC(=O)N1CCc2[nH]c3ccc(Cl)cc3c2C1
20	-48	-7	0	7	10	-79	-187	-1	-65	-4	Cc1c(OC(C)C(=O)NC(Cc2c[nH]c3ccc(O)cc23)C(=O)O)ccc2c1oc(=O)c1ccccc12 (stereo not given)
21	0	-3	1	2	0	2	-1	7	0	12	Cc1onc(-c2c(F)cccc2Cl)c1C(=O)OCC(=O)Nc1c(C)n(C)n(-c2ccccc2)c1=O
22	-5	18	4	0	1	-2	-5	3	1	-1	O=C(O)c1ccc(Cl)c(NC(=O)C2CCN(S(=O)(=O)c3cccs3)CC2)c1
23	-2	5	-1	-3	-8	-17	-2	-2	-12	-1	CCOc1ccc(-c2nnc3ccc(SCC(=O)Nc4nc5ccc(C)cc5s4)nn23)cc1
24	3	-9	-14	-2	6	2	3	-2	6	-3	COc1ccc(C(=O)Nc2ccc(Cl)cc2C(=O)N2CCCC(C)C2)cc1 (stereo not given)

(continued)
nr	ADAM17 inh	ASAP1 inh	TDP2 absorb	SIAE inh	ARFGAP1 inh	PLCb3 inh	ADAM10 inh	Tn7 DDE FP	PLCg1 inh	DDE Tn6 FP inh	structure
25	-32	-8	0	-1	13	-149	-105	3	-117	-6	CCCCCn1c(=O)[nH]c2cc(C(=O)NCCCN3CCCCC3)ccc2c1=O
26	-4	11	23	-1	-12	-5	-5	-3	-15	2	COc1cc(OC)c(OC)cc1CN1CCN(c2ccc(F)cc2)CC1
27	-2	-21	6	8	17	-9	1	-2	-3	10	CC(=O)N1CCN(Cc2nc3cc(NC(=O)COc4cccc(C)c4)ccc3n2C)CC1
28	0	-14	-6	8	-3	-3	1	0	0	7	COc1ccc(NC(=O)CN2CCN(C3c4ccccc4-c4ccccc43)CC2)cc1
29	1	7	-6	-3	-2	-1	4	3	6	4	CNC(=S)NCCC(c1ccccc1)c1ccccc1
30	-2	-2	-16	-6	-2	-2	-5	1	0	5	NC(=O)NC(=O)CSc1ccccc1
31	-3	3	2	1	4	-8	-4	2	1	-9	CCOc1cccc2c1OC1(C)CC2NC(=O)N1c1cccc(C(=O)N2CCN(c3ccccn3)CC2)c1 (stereo not given)
32	-47	2	-5	-1	6	-274	-179	-4	-172	-11	C[C@]12c3[nH]c4cc(-c5ccco5)ccc4c3CCN1C(=O)[C@@H](CC(=O)NCC13CC4CC(CC(C4)C1)C3)C[C@@H]2C(=O)N1CCCCC1
33	-1	-6	2	2	9	-1	-4	-1	3	-4	CCCOc1ccc(-c2nc(C#N)c(N3CCc4ccccc4C3)o2)cc1
34	-3	0	2	4	5	-5	-14	0	1	-3	CCN(C(=O)CSc1nnc(-c2c[nH]c3ccccc23)n1C1CC1)C1CCS(=O)(=O)C1 (stereo not given)
35	0	0	-4	7	-6	-7	84*	7	1	8	CC(=O)c1ccc(OCC(=O)N2CCN(S(=O)(=O)c3ccc(C)cc3C)CC2)cc1
36	-7	9	-12	-5	-11	0	-4	-3	3	-11	Cc1cccc(OCCC(=O)Nc2c(C)n(C)n(-c3ccccc3)c2=O)c1

Structures above printed as active in ADAM10 inh.
nr	ADAM17 inh	ASAP1 inh	TDP2 absorb	SIAE inh	ARFGAP1 inh	PLCb3 inh	ADAM10 inh	Tn7 DDE FP	PLCg1 inh	DDE Tn6 FP inh	structure
35	0	0	-4	7	-6	-7	84*	7	1	8	CC(=O)c1ccc(OCC(=O)N2CCN(S(=O)(=O)c3ccc(C)cc3C)CC2)cc1

The listing continues:
nr	ADAM17 inh	ASAP1 inh	TDP2 absorb	SIAE inh	ARFGAP1 inh	PLCb3 inh	ADAM10 inh	Tn7 DDE FP	PLCg1 inh	DDE Tn6 FP inh	structure
37	-2	-4	4	-2	-7	-1	-18	5	0	11	Cc1cc(=O)n2c(-c3ccccc3C)n[nH]c2n1
38	-3	3	5	-2	1	-4	3	0	-1	-2	CC(C)(C)C(=O)OC/C(N)=N/OC(=O)c1ccc(Cl)c(Cl)c1
39	-5	7	11	3	6	-42	-5	5	-23	3	C=CCn1c(SCC(=O)NCC2CCCO2)nc2scc(-c3ccco3)c2c1=O (stereo not given)
40	4	4	-4	4	-8	6	10	0	7	-1	CCOc1ccc(S(=O)(=O)N2CCN(Cc3ccc4c(c3)OCO4)CC2)cc1OCC
41	2	4	1	-1	-2	0	6	-2	4	-2	O=C(NCc1ccc(F)cc1)c1cc2ccccc2o1
42	-2	-12	-7	4	5	-1	-5	5	-1	-2	CC(=O)OCCCCON1C(=O)c2ccccc2C1=O
43	-5	-6	-2	8	-2	2	-7	0	-1	8	O=C(OC(C(=O)NCc1ccco1)C(OC(=O)c1ccccc1)C(=O)NCc1ccco1)c1ccccc1 (stereo not given)
44	0	2	-13	0	5	5	3	2	2	1	COc1ccccc1-c1nnc(NC(=O)c2ccc(S(=O)(=O)N(C)C)cc2)o1
45	-5	10	-9	-1	-5	-5	-1	4	-1	13	O=C(NCc1ccco1)C(=O)NCC(c1ccco1)N1CCOCC1 (stereo not given)
46	3	-11	-4	4	-1	2	4	3	0	9	C=CCN(c1ccccc1OC)S(=O)(=O)c1ccc(Cl)c(C(=O)Nc2ccc(N3CCOCC3)cc2)c1
